HEK293 NOD2/NF-kB – inhibition of NOD2-driven NF-kB reporter – cell-based, luminescence, uHTS, HEK293 (AID 1566); HEK293 NOD2/NF-kB luciferase reporter, luminescence; higher % means a stronger effect; inhibition, % at 4 µM; hits with a dose series show EC50 in µM; hit rate 0.63% among 290,000; also: many of its hits are not listed in these tables
Hep lipid drop – hepatic lipid droplet formation modulation; AML12 mouse hepatocytes, oleate lipid droplets, BODIPY imaging; inhibition, % at 6.5 µM; hit rate 0.4% among 240,000;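 active = lipid droplet intensity inhibited by at least 50%, with more than 500 cells counted; inconclusive = wells with under 300 cells, treated as cytotoxic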
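Assay system: AML12 mouse liver cells | Compound: 6.5 µM single-point dosing | Schedule: Overnight exposure | Technique: Fluorescence imaging, 20x objective, two fields per well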
Siah-1 displacement – Siah-1 peptide-binding antagonists, primary screen, biochemical, fluorescence polarization, rhodamine-plectin, uHTS (AID 1817); displacement, % at 20 µM, or IC50 in µM where a hit was titrated; hit rate 0.02% among 290,000; Siah-1 / rhodamine-plectin peptide fluorescence polarization; higher % means a stronger effect;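 active = displacement of at least 50% at 20 µM, with a fluorescence ratio check between 0.3 and a set limit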;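 also: plate controls were Siah plus tracer with DMSO for no effect and tracer alone without Siah for full effect; strong numbers were not always called active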
AID2073 – inhibitors of Mint1-CaV2.2 protein interaction, biochemical, HTRF (AID 2073). HTRF protein-protein interaction, Mint1-CaV2.2; higher % means a stronger effect. inhibition, % at 20 µM; hits with a dose series show IC50 in µM. hit rate 0.19% among 290,000; in the data active = inhibition mostly above about 51%, no sharp cut-off; inconclusive = no clear call, values can overlap the other calls; inactive = mostly below about 53%; also: some results filed as inactive read as strong as hits
ER stress rescue – protection against thapsigargin-triggered cell killing – 384-well, CSM14.1, ATP luminescence, primary screen (AID 1222); CSM14.1 thapsigargin-induced death rescue, ATP luminescence; higher % means a stronger effect; one-dose cellular ATP content (survival), % at 20 µM; EC50 in µM for titrated hits; 190,000 tested, under 10 active;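 active = EC50 below 50 µM in the dose-response confirmation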;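 also: death triggered by thapsigargin at about 15 µM added after 2 h compound pretreatment; cell ATP read after overnight thapsigargin exposure of roughly 18 to 22 hours; normalized against plate controls of thapsigargin alone and 5% DMSO vehicle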
XIAP antagonists – small molecules displacing peptide from XIAP – biochemical, IAP family, fluorescence polarization (AID 1018). XIAP BIR domain, fluorescence polarization peptide displacement; higher % means a stronger effect. hit rate 0.007% among 200,000. displacement, % at 20 µM, or IC50 in µM where a hit was titrated; in the data active = displacement above about 50%; also: a part of the inactive calls stands beside numbers as strong as those of hits
LYP phosphatase – inhibitors of LYP phosphatase, biochemical, fluorescence intensity, uHTS (AID 1779); recombinant LYP phosphatase, fluorescence intensity; higher % means a stronger effect; hit rate 0.054% among 290,000; inhibition, % at 11.5 µM; hits with a dose series show IC50 in µM;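 also: plate controls were vehicle with enzyme for no effect and no enzyme for full effect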
M17LAP inhibition – P. falciparum M17LAP inhibitors, primary screen, biochemical, fluorogenic H-Leu-NHMec substrate, 1536-well (AID 1619). recombinant M17LAP, H-Leu-NHMec fluorogenic kinetic assay; higher % means a stronger effect. inhibition, % at 30 µM; hits with a dose series show IC50 in µM. hit rate 0.38% among 220,000;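 active = compound inhibiting the enzyme by more than half at any dose during confirmatory dose-response retesting; inconclusive = strong single-dose inhibitors picked by rank but not retested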;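 also: plate controls were full reaction with DMSO carrier for no effect and no enzyme background for full effect; strong numbers were not always called active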
P. falciparum M1AAP – P. falciparum M1AAP inhibitors, biochemical, fluorogenic H-Leu-NHMec substrate, 1536-well (AID 1445). recombinant M1AAP, H-Leu-NHMec fluorogenic kinetic assay; higher % means a stronger effect. one-dose inhibition, % at 30 µM; IC50 in µM for titrated hits. hit rate 0.42% among 220,000;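 active = primary inhibition above the hit cutoff, then over 50% inhibition at one or more dose response concentrations, cut at about 23% in these data, passing the limit was not always enough; inconclusive = conflicting primary data, or primary hits not chosen for dose response; inactive = low primary inhibition, or under 50% at every dose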;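 also: plate controls were DMSO full reaction for no effect and no enzyme background for full effect; strong numbers were not always called active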
Hep lipid drop cells 6.5 µM – second read-out of Hep lipid drop, no call of its own (marks repeat the call); cell count; measured here: cell count, cytotoxicity flag;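 cells counted across two imaged fields per well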
An asterisk follows results filed as active; ? = inconclusive; / = not tested or not shown. Rule as the data show it, unless noted: active = inhibition above about 50%; inactive = the rest. The list is partial. The share of hits here may be higher or lower than overall.

Order of values – HEK293 NOD2/NF-kB	Hep lipid drop	Hep lipid drop cells 6.5 µM	Siah-1 displacement	AID2073	ER stress rescue	XIAP antagonists	LYP phosphatase	M17LAP inhibition	P. falciparum M1AAP
Cc1ccc2cc3c(N)c4c(C)ccc(C)c4nc3nc2c1
 : -1%	-10	641	-3%	15%	-4.9%	-2.6%	-4%	-12%	-1%
COCCCn1c(=NC(=O)c2ccccc2)c(C#N)cc2c(=O)n3cccc(C)c3nc21
 : 20%	3	758	6%	3%	/	/	-40%	-20%	12%
CCC(=O)Nc1ccccc1N1CCN(S(C)(=O)=O)CC1
 : 10%	8	724	0%	-7%	-2.2%	-8.4%	-6%	-4%	-2%
COC(=O)C1C(=O)C(C(=O)/C=C/c2ccccc2)C(=O)CC1(C)C (stereo unspecified)
 : -16%	8	650	1%	9%	-0.4%	-7.1%	0%	1%	2%
Cn1cc(C(=O)C(=O)N2CCN(c3ccccc3)CC2)c2ccccc21
 : 4%	7	711	4%	-1%	-2.2%	-0.4%	-3%	2%	13%
O=C1Nc2ccccc2C(O)(C(=O)NCc2ccc3c(c2)OCO3)N1c1ccccc1 (stereo unspecified)
 : -20%	-34	737	-3%	-6%	-1.9%	0.4%	-3%	-1%	9%
CCCS(=O)(=O)NCCc1cc2c(OC)ccc(OC)c2[nH]c1=O
 : 17%	/	/	4%	8%	-2.3%	-2.9%	0%	-1%	10%
CN(CC(=O)NCc1ccco1)S(=O)(=O)c1ccc2c(c1)c(=O)n(C)c(=O)n2C
 : 7%	-1	702	-2%	11%	/	/	-6%	3%	-1%
O=C(NC1(C(F)(F)F)OCCO1)c1ccc(F)cc1
 : -16%	-11	644	-2%	2%	-1.2%	-3.6%	-9%	8%	3%
O=C(CNC(=O)c1ccc(S(=O)(=O)N2CCCC2)cc1)N/N=C/c1c(Cl)cccc1Cl
 : -16%	0	635	-3%	-5%	-2.3%	-4.1%	-1%	-19%	3%
COCC(=O)Nc1nc2ccccc2s1
 : -5%	13	740	3%	23%	1.4%	-5.8%	-1%	6%	0%
OC(COCc1ccccc1)CN1CCN(c2ccccc2)CC1 (stereo unspecified)
 : -22%	/	/	-2%	-14%	-2.5%	-3.3%	-4%	-1%	9%
CC(=O)n1c2ccccc2c2nc(NC(C)C)sc21
 : -4%	/	/	4%	-5%	0.2%	-8.8%	-8%	6%	3%
CCOC(=O)c1ccc(N2CCOCC2)c(NS(=O)(=O)c2ccc(F)cc2)c1
 : -7%	-10	801	-2%	5%	/	/	-3%	/	/
Cc1ccc(SCCNC(=O)c2ccc(C)c(S(=O)(=O)Nc3ccccc3C)c2)cc1
 : 11%	/	/	4%	-2%	-1.2%	-3.2%	-1%	7%	7%
O=C(NCCc1ccccc1)c1ccc(=O)[nH]c1
 : -10%	/	/	1%	-4%	-2.1%	-1.3%	-9%	-7%	4%
COC(=O)C1CN(C(=O)C(C)Oc2ccc(C(C)C)cc2)c2ccccc2O1 (stereo unspecified)
 : -8%	-11	829	2%	14%	/	/	-8%	/	/
Cc1ccc(-c2nc(CS(=O)(=O)CC(=O)N3CC(C)CC(C)C3)c(C)o2)cc1 (stereo unspecified)
 : 24%	-30	546	1%	0%	/	-3.7%	-3%	12%	-5%
COc1cc(OC)cc(C(=O)OC/C(O)=C(\C#N)c2nc3ccccc3[nH]2)c1
 : 23%	-1	770	-4%	17%	/	/	0%	5%	2%
COc1cc(NC(C)=O)c2ncccc2c1[N+](=O)[O-]
 : 25%	49	696	-5%	0%	-2.2%	-9.5%	-9%	9%	12%
CCN=C1S/C(=C\c2cn(C(C)=O)nc2-c2ccccc2)C(=O)N1CC
 : 34%	0	726	2%	13%	2.7%	-6.8%	0%	-3%	7%
C=CC(=O)NCCCc1cc(C(C)(C)C)c(O)c(C(C)(C)C)c1
 : 2%	-1	679	1%	-4%	1.8%	-6.9%	-4%	2%	0%
Cc1ccc(Nc2nc(-c3sc(NC(=O)c4ccc([N+](=O)[O-])cc4)nc3C)cs2)cc1
 : -32%	/	/	-1%	-5%	2.8%	0.9%	8%	9%	0%
Nc1nc(SCn2nnc3ccccc3c2=O)n[nH]1
 : 19%	-3	591	5%	-2%	2.7%	-2.9%	-2%	-17%	-12%
CCOC(=O)/C(=N\Nc1ccc(Br)cc1)N1CC(C)OC(C)C1 (stereo unspecified)
 : -19%	2	688	13%	1%	/	/	-3%	/	/
O=C(Nc1nc(-c2ccc3c(c2)OCO3)cs1)C1CC1
 : -83%	-3	738	-1%	2%	/	-4.9%	5%	1%	12%
COc1cccc(NC(=O)COC(=O)Cc2ccccc2[N+](=O)[O-])c1
 : 26%	1	639	-7%	?	-1.4%	-5.1%	-11%	10%	-4%
O=C(CCc1nnc(CCC2CCCCC2)o1)NCCc1cccnc1
 : 16%	-4	737	1%	3%	0.4%	0.6%	3%	/	/
COc1ccc(Cl)cc1NC(=O)c1nnn(CC(=O)Nc2ccc3c(c2)OCO3)c1N
 : -76%	2	751	-6%	51%	/	/	-15%	/	/
C1CCN(CCCNC2C3CC4CC(C3)CC2C4)C1 (stereo unspecified)
 : 6%	35	687	-3%	9%	-4.3%	-6.7%	-6%	-14%	-5%
COc1ccc(N2CCN(S(=O)(=O)c3cc4c(cc3C)NC(=O)CO4)CC2)cc1
 : 12%	0	723	15%	-11%	/	/	-10%	/	/
CCn1c2ccccc2c2cc(NC(=O)COC(=O)c3ccccc3O)ccc21
 : 0%	6	730	-3%	18%	0.8%	-0.5%	-7%	1%	3%
Cc1ccc(C)c(N2CCN(CC(=O)Nc3ccc4[nH]c(=O)[nH]c4c3)CC2)c1
 : 17%	-1	722	1%	-2%	-1.1%	-7.2%	-6%	10%	1%
Cc1nc(-c2ccccc2)sc1-c1nnc(C2CC2)o1
 : 13%	-5	666	-4%	12%	/	/	-2%	-5%	1%
O=C(CSc1nc2ccc(Nc3nc(N4CCOCC4)nc(N4CCOCC4)n3)cc2s1)N1CCOCC1
 : 19%	-1	685	2%	-4%	-2.7%	-6.4%	0%	6%	3%
O=C1N(Cc2ccc(F)cc2Cl)c2ccccc2C12OCCCO2
 : 12%	-1	776	0%	18%	0.0%	-1.5%	0%	-14%	-3%
CC(C)CCNC1=CC(=O)CC(c2ccccc2)C1 (stereo unspecified)
 : 2%	-48	703	-5%	9%	-3.2%	-7.0%	-5%	25%	7%
CCN(CCO)Cc1csc2ccccc12
 : 12%	-32	647	-6%	-11%	-1.1%	-5.6%	-4%	6%	-2%
O=C(CSc1nnc2ccccn12)N1CCOCC1
 : 13%	-9	673	0%	11%	/	-4.6%	-8%	-6%	1%
C=CCn1c(SCc2nc3ccccc3[nH]2)nnc1-c1ccccn1
 : -1%	0	724	0%	-11%	-3.7%	-13%	0%	5%	-4%
COc1ccc(C2SCC(=O)N2c2ccc(OC)cc2)cc1 (stereo unspecified)
 : 28%	-12	798	5%	-1%	/	/	-4%	/	/
CS(=O)(=O)N1CCCC(C(=O)Nc2c(F)cccc2F)C1 (stereo unspecified)
 : 12%	16	749	-4%	3%	/	/	-12%	/	/
Cc1ccc(C2=[N+]([O-])C3(CCCCC/C3=N\O)N(O)C2(C)C)o1 (stereo unspecified)
 : -7%	5	778	-2%	0%	-2.9%	-5.4%	-6%	5%	0%
CCCCCCOC(=O)C1=C(C)NC(=O)NC1c1ccc(O)cc1 (stereo unspecified)
 : 9%	/	/	1%	5%	-2.1%	2.8%	-3%	-1%	9%
Cc1ccc(C)c(S(=O)(=O)N2CCC3(CC2)OCCO3)c1
 : -5%	-5	696	7%	5%	/	/	-7%	/	/
Cn1c(-n2c(-c3ccco3)nc3ccccc3c2=O)nc2ccccc21
 : -16%	/	/	-1%	?	-1.3%	-0.8%	-7%	5%	-2%
NC(=O)Nc1ccc(C(=O)OCC(=O)Nc2cccc(S(=O)(=O)NC3=NCCCCC3)c2)cc1
 : 2%	-1	624	-2%	4%	/	/	-1%	-6%	3%
COc1ccc(CN2CCN(Cc3ccc(Br)cc3)CC2)c(OC)c1OC
 : -7%	-10	862	-3%	11%	/	/	-8%	/	/
O=C(c1ccccc1)[C@@H]1[C@@H](C(=O)c2ccc(F)cc2)[C@@]2(C(=O)Nc3ccccc32)[C@H]2c3ccccc3C=CN12
 : -5%	6	562	5%	6%	2.5%	-5.9%	-2%	10%	1%
Cc1cc(C)n(CC(=O)N2CCc3ccccc32)c(=O)c1C#N
 : -30%	-15	796	1%	0%	/	/	-7%	/	/
C=CCNC(=S)N1CCc2c([nH]c3ccccc23)C1C (stereo unspecified)
 : 10%	-12	722	0%	-13%	-0.5%	-3.1%	1%	-1%	11%
N/C(=N\OC(=O)C12CC3CC(CC(C3)C1)C2)c1ccccn1
 : -8%	-4	679	3%	-3%	-1.3%	-8.0%	0%	-3%	6%
CC(C)NC(=O)NC(=O)COC(=O)c1cc(S(=O)(=O)N2CCCCC2)ccc1N1CCOCC1
 : 12%	6	797	-3%	6%	/	/	-8%	/	/
COc1ccc2cc(CN(CC3CCCO3)C(=O)Nc3ccccc3OC)c(=O)[nH]c2c1 (stereo unspecified)
 : -54%	-29	683	0%	8%	-2.5%	-4.1%	6%	34%	7%
Cc1ccc(O)c(CCc2ccc(O)cc2)n1
 : -11%	6	742	-1%	6%	0.2%	-4.8%	7%	13%	-2%
CCC1=NN2C(=N)/C(=C/c3c(C)nn(-c4ccccc4)c3Cl)C(=O)N=C2S1
 : 6%	10	724	3%	9%	-1.8%	2.6%	1%	49%	46µM*
COc1cc(C=O)ccc1OS(=O)(=O)c1ccc(NC(C)=O)cc1
 : -4%	-4	646	-4%	-4%	0.7%	-8.6%	1%	9%	8%
C=CCn1c(SCC(N)=O)nc2sc3c(c2c1=O)CCC3
 : 4%	-1	850	3%	14%	/	/	-7%	/	/
CCCCNC(=O)CCC(=O)Nc1ncc(-c2ccc(C)cc2)n1C
 : 14%	/	/	-1%	-9%	-3.8%	-2.6%	-4%	2%	-2%
CCN(c1ccccc1)S(=O)(=O)c1ccc2c(c1)N(C(C)=O)CCO2
 : 7%	-10	728	1%	-10%	/	/	-8%	/	/
CC1=NN(c2ccc(C(=O)OC(C)C)cc2)C(=O)/C1=C\C=C\c1ccco1
 : -8%	20	777	-5%	36%	0.9%	0.8%	0%	19%	4%
